# HT1080 viability – cytotoxicity in HT1080 fibrosarcoma cells, cell-based, fluorescence readout (AID 620). HT1080 viability, fluorescence; higher % means a stronger effect. one-dose cytotoxicity, % at 10 µM; EC50 in µM for titrated hits. hit rate 0.42% among 87,000; in the data active = cytotoxicity above about 50%;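 also: cells exposed to compound overnight then 4 h with Alamar Blue; 0% = vehicle DMSO and 100% = killing control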
# The depositor's hits bear a star. Not all compounds are listed. The share of hits here may be higher or lower than overall.
SMILES,HT1080 viability
COc1ccccc1OCCn1cc(C#N)c2ccccc21,-4%
O=C(CSc1nnc(-c2ccncc2)n1Cc1ccccc1)NCCc1ccccc1,1%
CC(=O)NCCn1c(SCC(=O)c2ccc(Cl)cc2)nc2ccccc2c1=O,3%
COc1ccc(NC(=O)c2cccs2)cc1,9%
CCOc1ccc(OCCCCN2CCCC2)cc1,-2%
Cc1ccc(S(=O)(=O)Nc2ccc(S(=O)(=O)NC(C)(C)C)cc2)cc1,-1%
OC1c2ccccc2-c2nc3ccccc3cc21 (stereo unspecified),-9%
COC(=O)[C@@]1(Cc2ccc(F)cc2)[C@H]2c3cc(C(=O)N(C)C)n(Cc4ccccc4)c3C[C@H]2CN1C(=O)c1ccccc1,-29%
Cc1ccc(CNC(=O)C2(CC(C)C)C=CCN2C(=O)c2ccccc2)o1 (stereo unspecified),-29%
O=[N+]([O-])c1cc(/C=N\Nc2nccs2)ccc1O,-5%
COC(=O)c1c(-c2ccc(Br)cc2)noc1N,13%
COC(=O)[C@@H]1[C@@H](C#N)C2(c3ccccc3-c3ccccc32)N(c2ccc(Cl)cc2)N1C#N,-10%
CCCCn1c(SCC(=O)N2c3ccccc3CCc3ccccc32)nc2c1c(=O)n(C)c(=O)n2C,20%
COc1ccc(-n2c(C(C)n3nc(C)c([N+](=O)[O-])c3C)n[nH]c2=S)cc1 (stereo unspecified),7%
O=S(=O)(NCC1CCCO1)c1ccc(S(=O)(=O)N(Cc2ccc(F)cc2)C2CCCCC2)cc1 (stereo unspecified),-5%
COC(=O)c1ccc(C(NC(=O)OCc2ccccc2)/C(=C/[C@@H](C)C(=O)Nc2ccccc2)C(F)(F)F)cc1 (stereo partly specified),-6%
N#Cc1ccc(C23CC4(C2)[C@H](CN(CC2CCCCC2)[C@@H]4c2ccccc2)C3c2ccc(C(F)(F)F)cc2)cc1 (stereo partly specified),4%
CSc1nncn1/N=C/c1ccc2c(c1)OCO2,13%
CC(C)NC(=O)CSc1nc(-c2cccs2)cc(-c2ccccc2)c1C#N,-12%
COc1ccc(S(=O)(=O)N(C)CC(=O)NCCC2=CCCCC2)cc1OC,-6%

# Structures above that contain an aryl thioether with sulfur outside any ring, in the order listed:
SMILES,HT1080 viability
O=C(CSc1nnc(-c2ccncc2)n1Cc1ccccc1)NCCc1ccccc1,1%
CC(=O)NCCn1c(SCC(=O)c2ccc(Cl)cc2)nc2ccccc2c1=O,3%
CCCCn1c(SCC(=O)N2c3ccccc3CCc3ccccc32)nc2c1c(=O)n(C)c(=O)n2C,20%
CSc1nncn1/N=C/c1ccc2c(c1)OCO2,13%
CC(C)NC(=O)CSc1nc(-c2cccs2)cc(-c2ccccc2)c1C#N,-12%

# (next part)
SMILES,HT1080 viability
N#Cc1ccc(-c2ccc3c(c2)OCO3)nc1SCC(=O)OCc1ccccc1,-19%
CCCc1nc2ccc(NC(=O)NCCC(=O)OCC)cc2c(=O)n1Cc1ccc(Cl)cc1,1%
COc1ccc(NC(=O)Cn2nnc(C(=O)NCc3ccco3)c2N)c(OC)c1,0%
O=C(CNS(=O)(=O)c1ccc(Br)cc1)N1CCN(c2ccc(F)cc2)CC1,-11%
Cc1cc(C)c(C#N)c(SCCS(=O)(=O)Cc2ccc(Cl)cc2)n1,2%
O=C(OCCCN=C1NS(=O)(=O)c2ccccc21)C1CC(=O)N(c2ccc(Cl)cc2)C1 (stereo unspecified),15%
CC(NC(=O)c1ccc(CS(=O)(=O)c2cccc(C(F)(F)F)c2)o1)c1ccc2c(c1)OCCO2 (stereo unspecified),-12%
CN(CCO)C1=CC(=O)CC(C)(C)C1,22%
O=C(CN(Cc1ccccc1)S(=O)(=O)c1ccc(Br)cc1)NCc1ccco1,14%
NS(=O)(=O)c1ccc(NC(=O)C2COc3ccccc3O2)cc1 (stereo unspecified),9%
O=C(CSc1n[nH]c(-c2cccnc2)n1)Nc1ccccc1,4%
O=C(Nc1ccccc1)N1CCc2ccccc21,0%
COc1cc(C)ccc1S(=O)(=O)N1CCN(C23CC4CC(CC(C4)C2)C3)CC1,0%
COCCn1c(C)cc(C(=O)COC(=O)c2ccc(NC(=O)CC#N)cc2)c1C,12%
Cc1cccc2cc(CN(Cc3ccc(F)cc3)C(=O)C(F)(F)F)c3nnnn3c12,-9%
O=C(CCn1cnc2ccccc2c1=O)Nc1ccc(Cl)c(Cl)c1,13%
Cc1ccc(-n2c(C)cc(/C=N/NC(=O)CC3(C)OCCO3)c2C)c(C)c1,15%
Cn1c(-c2ccc(Br)cc2)cnc1NCc1cccnc1,1%
CCN1CC(O)=C(c2nc3ccccc3s2)C1=N,2%
Cc1ccc(C(C)C)c(OCC(=O)Nn2c(C)nc3ccccc3c2=O)c1,12%

# Three entries drawn at random from the list so far:
SMILES,HT1080 viability
O=C(CSc1nnc(-c2ccncc2)n1Cc1ccccc1)NCCc1ccccc1,1%
CC(C)NC(=O)CSc1nc(-c2cccs2)cc(-c2ccccc2)c1C#N,-12%
CCCCn1c(SCC(=O)N2c3ccccc3CCc3ccccc32)nc2c1c(=O)n(C)c(=O)n2C,20%

# (next part)
SMILES,HT1080 viability
Cc1cc(C)cc(Nc2cnn(C34CC5CC(CC(CC(=O)O)(C5)C3)C4)c(=O)c2Cl)c1,2%
C/C(=N\OCC(=O)N/N=C/c1ccc(C)cc1O)c1cccs1,6%
O=C(O)CCC(NC(=O)C(Cc1ccc2c(c1)OCO2)NC(=O)c1ccccc1)C(=O)O (stereo unspecified),-15%
O=C(NCCc1c[nH]c2ccccc12)c1cc2sccc2n1Cc1ccccc1,-4%
Cc1ccc2nc3sc(C(=O)NCc4ccco4)c(N)c3cc2c1,-4%
C=C(CC1([C@@H](NP(=O)(c2ccccc2)c2ccccc2)[C@H]2C[C@@H]2CCN(C(=O)OCC)S(=O)(=O)c2ccc(C)cc2)CC1)c1ccccc1,-5%
O=C(Cn1nc(-c2ccccc2)ccc1=O)NCC1CCCO1 (stereo unspecified),17%
CCOC(=O)c1c(C)[nH]c(N=Nc2ccc(C)cc2)c1C,-12%
Cc1cc(N)n2nc(C)c(-c3ccccc3)c2n1,-3%
Cc1c(C2(c3c(C)n(C)n(-c4ccccc4)c3=O)C(=O)Nc3ccc(F)cc32)c(=O)n(-c2ccccc2)n1C,-10%
CC(CCc1ccccc1)NC(=O)c1ccc(C(=O)NC(C)CCc2ccccc2)cc1 (stereo unspecified),2%
CCCCC(=O)Nc1ccc2c(c1)oc1ccccc12,-5%
CC(=O)C1=C(O)C(=O)N(c2cccnc2)C1c1ccc(Cl)cc1 (stereo unspecified),5%
CCS(=O)(=O)N1CCC(C(=O)NCc2cc(OC)ccc2OC)CC1,-2%
CCC(Sc1ncccn1)C(=O)Nc1cc(C)on1 (stereo unspecified),16%
Cn1c(SCC(=O)c2ccc3c(c2)OCCO3)nnc1C1CC1,0%
CCN(CC)C(=O)CSc1nnc(SCc2ccc(Cl)cc2)s1,-14%
Brc1ccc(NC2=Nc3ccccc3CC2)cc1,-4%
Cn1c(NC(=O)c2ccco2)c(-c2ccc(Cl)cc2)c(=O)c2ccccc21,-16%
CC(C)CC(C(=O)Nc1oc(-c2ccccc2)c(-c2ccccc2)c1C#N)N1C(=O)c2ccccc2C1=O (stereo unspecified),-13%
O=C(/C=C/c1ccco1)NC(=S)NNC(=O)c1ccco1,-1%
CCn1c(SCc2nc3ccccc3s2)nnc1-c1ccccc1,2%
CCOc1ccc(N(CC(=O)NCC2CCCO2)S(=O)(=O)c2ccc(SC)cc2)cc1 (stereo unspecified),18%
O=C(Nc1ccc2c(c1)OCO2)NC1(C(F)(F)F)Oc2ccccc2O1,-2%
O=C(CSc1nnc(CN2CCOCC2)n1-c1ccc(Cl)cc1)Nc1ccc2c(c1)OCO2,-2%
COc1cc2nc3c(c([Si](C)(C)C(C)(C)C)c2cc1OC)Cn1c-3cccc1=O,-14%
CC(C)(C)C(=O)Nc1nnc(CSCc2ccccc2F)s1,-20%
O=C(NCc1ccco1)c1ccc2c(c1)C(=O)N(C1CCCCC1)C2=O,1%
O=C(COC(=O)c1cccs1)c1ccc2ccccc2c1,-3%
COc1ccccc1C(=O)CSc1n[nH]c(N)n1,-10%
COc1ccc(-n2c(C)nc(=O)c(-c3ccccc3)c2C)cc1,1%
N#C/C(=C\c1ccc[nH]1)C(=O)NC1CC1,9%
Cc1cccc(NC(=O)c2cc(NC(=O)CCCC(=O)O)ccc2Cl)n1,-7%
CC(C)c1ccc(-c2noc(C3CCCN(S(C)(=O)=O)C3)n2)cc1 (stereo unspecified),-3%
CCOc1ccc(N(CC(=O)NC2CCCCC2)C(=O)CSc2nnc(COc3ccccc3)o2)cc1,-10%
CCOc1cc2c3c(c1)C1(Nc4ccccc4S1)C(=O)N3C(C)(C)CC2C (stereo unspecified),-12%
Cc1ccc(N2C(=O)C3Sc4[nH]c(=O)sc4C(c4ccccc4)C3C2=O)cc1 (stereo unspecified),-7%
O=C(Nc1cc(C(F)(F)F)ccc1N1CCCCC1)c1ccc(Br)o1,3%
Cc1sc2nc(CN(C(=O)NC3CCCCC3)C3CCCCC3)[nH]c(=O)c2c1C,6%
CNC(=S)N1N=C(c2ccc(C)cc2)CC1c1ccc(Br)cc1 (stereo unspecified),-20%

# Arranged by formula weight (low to high): part of the list above.
SMILES,HT1080 viability
N#C/C(=C\c1ccc[nH]1)C(=O)NC1CC1,9%
COc1ccccc1C(=O)CSc1n[nH]c(N)n1,-10%
O=C(COC(=O)c1cccs1)c1ccc2ccccc2c1,-3%
CC(C)c1ccc(-c2noc(C3CCCN(S(C)(=O)=O)C3)n2)cc1 (stereo unspecified),-3%
O=C(Nc1ccc2c(c1)OCO2)NC1(C(F)(F)F)Oc2ccccc2O1,-2%
O=C(Nc1cc(C(F)(F)F)ccc1N1CCCCC1)c1ccc(Br)o1,3%

# A run of entries taken from the entries so far, for reference:
SMILES,HT1080 viability
O=C(/C=C/c1ccco1)NC(=S)NNC(=O)c1ccco1,-1%
CCn1c(SCc2nc3ccccc3s2)nnc1-c1ccccc1,2%

# Next section
SMILES,HT1080 viability
CC(C)CCOC(=O)/C(=C/c1ccco1)NC(=O)/C=C/c1ccccc1,8%
CCOc1ccc(CCNC(=O)CCc2c(C)nc3ncnn3c2C)cc1OCC,18%
CCNCCOC(c1ccccc1)c1ccccc1,0%
CCCCN(CC)C(=O)Cn1c(=O)sc2ccccc21,11%
CCOC(=O)C1=C(N)Oc2ccc3ccccc3c2C1c1cccnc1 (stereo unspecified),3%
CCOC(=O)Cn1cnc([N+](=O)[O-])n1,-8%
CCC1=C2CC[C@H]3C(=O)N(CC)C(=O)[C@H]3[C@H]2[C@@]2(Cc3ccccc3)C(=NCCOC)OC(=O)N2C1=O,6%
O=c1c2c3c(sc2nc2n1CCCC2)CCCC3,-15%
Cc1cccc(N2C(=O)CC(N3CCN(c4ccccc4)CC3)C2=O)c1 (stereo unspecified),6%
COc1ccc(CCN2C(=O)c3ccncc3C2=O)cc1OC,-4%
N#CC1=C(N)OC2=C(C(=O)CC(c3ccco3)C2)C1c1ccc(OCc2c(F)cccc2Cl)cc1 (stereo unspecified),-16%
Cc1ccc(CNC(=O)c2ccc3c(=O)n(CC4CCCO4)c(=S)[nH]c3c2)cc1 (stereo unspecified),15%
COc1ccc(C(=O)Nc2ccccc2N2CCN(C(=O)C(C)C)CC2)cc1Cl,-16%
COC(=O)CSc1nc2ncccc2[nH]1,-11%
COC(=O)C1CCN(C(=O)c2cc3ccccc3oc2=O)CC1,4%
O=C(O)CN1C(=O)SC(Nc2ccccc2)C1=O (stereo unspecified),-4%
CC1(C)COC(c2cccn2Cc2ccccc2Cl)=N1,0%
COC(=O)Cn1nc(C)c2ccccc2c1=O,15%
CCC(C)n1c(SCC(=O)Nc2ccccc2C(F)(F)F)nc2ccsc2c1=O (stereo unspecified),3%
COc1ccc(/C=N/n2c(SC)nnc(C(C)(C)C)c2=O)c(OC)c1,-10%
CCCNC(=O)c1cn(CC)c2cc(N3CCN(C)CC3)c(F)cc2c1=O,-6%
COc1ccc(Br)cc1CN1CCCC(C(=O)N2CCCCC2)C1 (stereo unspecified),5%
Cc1ccc(OCC(=O)OCC(=O)c2c(N)n(C)c(=O)n(C)c2=O)cc1C,-1%
CCN(CC)C(=O)C1CCCN(Cc2sccc2C)C1 (stereo unspecified),0%
Cn1cnc([N+](=O)[O-])c1Nc1ccccc1O,14%
Cc1ccc(NC(=O)CN2CCC(C(=O)c3ccc(F)cc3)CC2)cc1,-6%
COC(=O)c1[nH]c2ccc(Br)cc2c1NC(=O)CN1CCCCC1CCO (stereo unspecified),0%
CCCC[C@H]1C[C@@H]1[C@@H]1N(P(=O)(c2ccccc2)c2ccccc2)[C@](CO)(c2ccccc2)CC12CC2,-16%
COC(=O)C1=C(O)/C(=C\c2ccc(CNC(=O)C(=O)Nc3ccc(C)c(C)c3)o2)N=C1C,0%
CCCCOC(=O)c1ccc(NC(=O)Nc2ccc(OC)c(OC)c2)cc1,1%
O=C(COC(=O)c1cncc(Br)c1)NC1CC1,12%
NC(=S)n1[nH]c(-c2ccc([N+](=O)[O-])cc2)c(N=Nc2ccc(O)cc2)c1=O,2%
Cc1ccc(SCCC(=O)Nc2c(C)n(C)n(-c3ccccc3)c2=O)cc1,-4%
COc1cc(C(=O)N2CCN(C/C=C/c3ccccc3)CC2)cc(OC)c1OC,-13%
Cc1ccc(C(=O)/C=C/c2cn(CN3CCN(C)CC3)c3ccccc23)cc1,21%
COC(=O)Cn1c(CCS(=O)(=O)c2ccc(Cl)cc2)nc2ccccc21,32%
COC(=O)C1=C(C)NC(=O)NC1c1cccc(OC)c1OCc1ccccc1 (stereo unspecified),-7%
CC(=O)c1sc2nc(-c3cccs3)ccc2c1N,-16%

# Screening data (PubChem)
